Screening data: PubChem BioAssay, University of Kansas High Throughput Screening Laboratory
Pf apPOL block: Pf-apPOL DNA polymerase inhibition. AID 1794808. actives 0.25% (n = 210,000). inhibition, % at 10 µM. Recombinant Pf-apPOL, molecular beacon fluorescence, 1.5 h
mHTT-CaM PPI inh: inhibitors of human mutant huntingtin-calmodulin interaction; P42858; AlphaScreen His-mHTT/GST-CaM binding, luminescence; inhibition, % at 15 µM; actives 3.6% (n = 190,000);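 further: 0% = both proteins with DMSO and 100% = one protein alone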
Target sequence (P42858 whole entry, looked up, stated change not applied): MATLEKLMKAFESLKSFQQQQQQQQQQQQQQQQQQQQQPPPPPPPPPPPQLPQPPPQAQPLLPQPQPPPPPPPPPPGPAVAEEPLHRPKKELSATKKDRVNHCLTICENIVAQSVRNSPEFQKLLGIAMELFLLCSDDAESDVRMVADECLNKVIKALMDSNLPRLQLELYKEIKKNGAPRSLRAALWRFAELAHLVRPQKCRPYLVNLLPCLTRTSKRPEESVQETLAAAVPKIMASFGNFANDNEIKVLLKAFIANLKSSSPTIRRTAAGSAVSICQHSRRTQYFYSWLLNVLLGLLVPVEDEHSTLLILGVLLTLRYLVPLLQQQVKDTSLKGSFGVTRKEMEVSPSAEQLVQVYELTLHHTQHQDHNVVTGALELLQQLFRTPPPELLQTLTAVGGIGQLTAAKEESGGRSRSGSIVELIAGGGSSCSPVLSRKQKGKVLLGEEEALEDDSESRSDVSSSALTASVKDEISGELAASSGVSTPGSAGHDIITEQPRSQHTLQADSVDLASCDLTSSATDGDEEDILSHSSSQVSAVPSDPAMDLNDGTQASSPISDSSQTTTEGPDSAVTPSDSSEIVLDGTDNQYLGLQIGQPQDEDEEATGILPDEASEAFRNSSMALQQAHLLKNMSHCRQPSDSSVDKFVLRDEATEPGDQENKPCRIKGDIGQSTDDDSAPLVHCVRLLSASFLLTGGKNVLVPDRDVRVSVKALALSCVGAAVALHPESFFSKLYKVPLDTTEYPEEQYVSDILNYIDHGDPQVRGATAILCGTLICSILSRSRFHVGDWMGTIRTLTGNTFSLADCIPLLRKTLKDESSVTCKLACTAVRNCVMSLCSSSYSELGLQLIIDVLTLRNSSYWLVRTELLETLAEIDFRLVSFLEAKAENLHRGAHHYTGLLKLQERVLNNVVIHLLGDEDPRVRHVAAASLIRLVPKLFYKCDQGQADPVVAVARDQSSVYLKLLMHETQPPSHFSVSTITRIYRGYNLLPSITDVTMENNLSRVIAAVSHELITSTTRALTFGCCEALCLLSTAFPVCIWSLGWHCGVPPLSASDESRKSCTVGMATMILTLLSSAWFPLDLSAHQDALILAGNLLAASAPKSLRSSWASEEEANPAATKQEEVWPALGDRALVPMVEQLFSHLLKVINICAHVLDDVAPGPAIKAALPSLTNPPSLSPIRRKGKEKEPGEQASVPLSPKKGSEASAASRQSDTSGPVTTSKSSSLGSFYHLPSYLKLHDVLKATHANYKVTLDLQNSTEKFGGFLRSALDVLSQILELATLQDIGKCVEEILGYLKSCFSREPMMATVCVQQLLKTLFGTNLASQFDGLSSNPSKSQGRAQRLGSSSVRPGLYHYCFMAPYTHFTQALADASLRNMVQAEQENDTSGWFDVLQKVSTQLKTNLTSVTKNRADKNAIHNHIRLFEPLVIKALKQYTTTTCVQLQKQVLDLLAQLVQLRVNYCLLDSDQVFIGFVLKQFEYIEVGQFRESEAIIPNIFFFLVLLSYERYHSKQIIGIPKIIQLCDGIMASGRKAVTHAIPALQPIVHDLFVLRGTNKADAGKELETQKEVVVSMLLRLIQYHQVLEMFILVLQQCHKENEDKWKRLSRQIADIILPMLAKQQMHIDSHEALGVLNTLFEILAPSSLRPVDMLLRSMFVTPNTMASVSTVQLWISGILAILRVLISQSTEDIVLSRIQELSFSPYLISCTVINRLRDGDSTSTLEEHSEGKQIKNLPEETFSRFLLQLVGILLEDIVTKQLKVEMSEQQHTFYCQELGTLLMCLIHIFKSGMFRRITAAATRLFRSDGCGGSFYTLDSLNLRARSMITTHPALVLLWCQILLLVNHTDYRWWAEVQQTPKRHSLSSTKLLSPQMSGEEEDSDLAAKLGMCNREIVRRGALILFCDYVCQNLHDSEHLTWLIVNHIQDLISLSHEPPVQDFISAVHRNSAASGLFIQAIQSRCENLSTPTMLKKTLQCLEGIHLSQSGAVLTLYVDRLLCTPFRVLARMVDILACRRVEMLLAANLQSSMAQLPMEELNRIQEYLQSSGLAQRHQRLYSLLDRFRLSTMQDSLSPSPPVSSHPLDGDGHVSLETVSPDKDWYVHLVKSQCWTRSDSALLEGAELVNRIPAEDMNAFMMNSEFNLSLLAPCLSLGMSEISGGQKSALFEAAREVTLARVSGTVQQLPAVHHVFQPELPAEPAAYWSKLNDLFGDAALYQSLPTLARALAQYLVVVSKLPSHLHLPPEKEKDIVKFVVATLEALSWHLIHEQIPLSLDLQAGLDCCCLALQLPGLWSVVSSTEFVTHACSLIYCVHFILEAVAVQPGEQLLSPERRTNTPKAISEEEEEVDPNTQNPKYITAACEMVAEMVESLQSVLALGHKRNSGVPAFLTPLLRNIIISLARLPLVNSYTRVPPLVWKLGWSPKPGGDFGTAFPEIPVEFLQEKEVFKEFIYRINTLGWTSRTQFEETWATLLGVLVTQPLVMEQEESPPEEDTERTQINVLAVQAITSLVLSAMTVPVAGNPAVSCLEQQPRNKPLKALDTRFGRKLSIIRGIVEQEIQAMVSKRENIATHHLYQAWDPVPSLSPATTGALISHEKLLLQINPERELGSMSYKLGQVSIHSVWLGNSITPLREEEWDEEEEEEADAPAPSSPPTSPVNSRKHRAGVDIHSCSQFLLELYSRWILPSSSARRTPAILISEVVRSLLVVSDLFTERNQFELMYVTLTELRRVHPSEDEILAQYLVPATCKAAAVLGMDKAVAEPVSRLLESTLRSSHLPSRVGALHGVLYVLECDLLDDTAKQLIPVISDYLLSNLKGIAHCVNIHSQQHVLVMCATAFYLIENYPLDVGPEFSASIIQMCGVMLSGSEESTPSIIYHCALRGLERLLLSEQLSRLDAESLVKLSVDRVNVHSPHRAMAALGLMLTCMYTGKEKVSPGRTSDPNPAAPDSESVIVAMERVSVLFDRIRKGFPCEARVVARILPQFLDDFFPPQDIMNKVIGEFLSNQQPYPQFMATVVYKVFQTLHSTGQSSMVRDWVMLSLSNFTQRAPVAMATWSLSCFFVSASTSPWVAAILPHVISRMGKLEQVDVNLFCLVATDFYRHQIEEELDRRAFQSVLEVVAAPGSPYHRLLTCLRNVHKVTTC
The depositor's hits bear a star; i = inactive; nt = no result given; & = joins results of further samples. No stated cut-off is given here; in the data, active means inhibition above about 50%; inactive means the rest.

SMILES	Pf apPOL block	mHTT-CaM PPI inh
N#Cc1ccccc1NC(=O)c1ccc(Br)cc1	-4	44
O=C(NCc1ccc2c(c1)OCO2)c1ccc(N2CCOCC2)nc1	-9	nt
CCCN1COc2ccc3c(=O)c(-c4ccc(Cl)cc4)c(C)oc3c2C1	-15	-5
CCCCCc1ccc(NC(=O)OCCN2C(=O)CCC23CCC(c2ccccc2)CC3)cc1 (stereo not given)	-8	-2
CCOc1ccc(C(=O)NCc2ccc(F)cc2)cc1	1	-9
CCCCNC(=O)CC1CCN(S(=O)(=O)c2c(C)noc2C)CC1	-4	-3
O=C(Nc1cccnc1)c1cc2n(n1)C(C(F)(F)F)CC(c1ccc(Br)cc1)N2 (stereo not given)	-3	12
Cc1cccc(NC(=O)CSc2nc(O)c(Cc3ccccc3)c(=O)[nH]2)c1	-8	-1
CC(=O)N1CCCc2ccc(NC(=O)C3CCCCC3)cc21	-3	-4
COCC(C)NS(=O)(=O)c1ccc([N+](=O)[O-])cc1 (stereo not given)	1	-9
Cc1cc(-c2nnc(COc3ccc4c(c3C)OC(C)(C)CC4=O)o2)ccc1[N+](=O)[O-]	-4	nt
CCC(=O)N1CCc2cc(S(=O)(=O)Nc3ccc4c(c3)OCO4)ccc21	-9	27
Clc1ccc(N2CCN(Cc3cccs3)CC2)cc1	-2	4
Cc1ccc(C)n1CCN1CCN(CC(=O)Nc2ccccc2F)CC1	-4	10
CCc1ccc(N(CC(=O)N2CCCC2)S(=O)(=O)c2ccccc2)cc1	5	-2
CCc1nnc2c(Oc3ccccc3)nc3ccccc3n12	-2	-2
COc1ccc(-n2cccc2C=O)cc1	-5	1
Fc1cccc(Cl)c1CSc1nnnn1-c1ccc2c(c1)OCO2	-2	-62
Fc1cccc(CN2CCCN(c3ncccc3-c3nc(C4CC4)no3)CC2)c1	0	-45
O=C(NCc1ccccn1)C1CC(=O)N(C2CCCC2)C1 (stereo not given)	-14	9
Cc1ccccc1OCC(=O)N1CCC2(CC1)Nc1cccnc1NC2=NC(C)(C)C	-5	32
Cc1ccc(C)c(NC(=O)CCC(=O)O)c1	-4	-2
COc1ccc(OCc2nc(C#N)c(NCCCn3ccnc3)o2)cc1	-4	14
COc1ccc(C(=O)C=Cc2cccc([N+](=O)[O-])c2)c(OC)c1	3	0
Cc1ccc(SCC(=O)N2CCCc3ccccc32)cc1	3	-7

Six entries out of the list, ordered by number of heavy atoms, descending.
SMILES	Pf apPOL block	mHTT-CaM PPI inh
Cc1ccccc1OCC(=O)N1CCC2(CC1)Nc1cccnc1NC2=NC(C)(C)C	-5	32
Fc1cccc(Cl)c1CSc1nnnn1-c1ccc2c(c1)OCO2	-2	-62
O=C(NCc1ccccn1)C1CC(=O)N(C2CCCC2)C1 (stereo not given)	-14	9
CCOc1ccc(C(=O)NCc2ccc(F)cc2)cc1	1	-9
Clc1ccc(N2CCN(Cc3cccs3)CC2)cc1	-2	4
Cc1ccc(C)c(NC(=O)CCC(=O)O)c1	-4	-2

(more compounds)
SMILES	Pf apPOL block	mHTT-CaM PPI inh
Cc1ccc2nc3c(c(C(=O)O)c2c1)CC(C(C)(C)C)CC3 (stereo not given)	10	2
Cc1ccc(-n2c(-c3ccccc3)cn3c4c(=O)n(C)c(=O)n(C)c4nc23)cc1	-3	-3
CCOc1ccc(-c2nc3cc(N=Cc4cccc([N+](=O)[O-])c4O)ccc3o2)cc1	-4	1
Nc1ccc(-c2nnc(-c3ccc(N)cc3)o2)cc1	-1	1
CCN1C(C)=CC(=O)[C@@H](O)[C@H]1c1ccccc1Br	0	-4
CCCn1nnnc1NCc1ccccc1OCc1cccs1	-7	-2
Cc1ccc(S(=O)(=O)NCC(=O)N2CCOCC2)cc1	1	2
CCNC(=O)c1cc(C)nc2c(C)cc(C)cc12	-7	0
CCOC(=O)c1sc(NC(=O)Nc2ccc3c(c2)OCO3)nc1C	-4	-6
COc1ccc(OC)c(S(=O)(=O)Nc2ccc(C#N)cc2)c1	11&-5	nt
Oc1ccc(-c2ccccc2)cc1O	3	12
CC1CCCCN1Cc1c(O)ccc2c(=O)c(Oc3ccccc3Br)coc12 (stereo not given)	2	3
COc1cccc(-c2cc3n(n2)CCCN(C(=O)Cc2ccsc2)C3)c1	-8	12
CN(C)c1ccc(C=Cc2cc[n+](Cc3ccc(F)cc3)cc2)cc1	-449	nt
CCOC(=O)N1CCC(N2CCN(S(=O)(=O)c3ccccc3)CC2)CC1	11	1
O=C(Nc1ccc(O)c2c(=O)cc(-c3cccc(Cl)c3)oc12)c1ccccc1Cl	-6	0
N#Cc1ccc(C(=O)N2CC(C(=O)NC3CCCC3)C3(CCCC3)C2)cc1 (stereo not given)	-4	-8
CC(NC(=O)CSc1nnc(-c2ccc(Cl)cc2Cl)n1N)c1ccccc1 (stereo not given)	-14	1
O=C(CCCOc1ccccc1)N1CCN(c2cccc(Cl)c2)CC1	-6	70*
Cc1nc(-c2ccc3c(c2)CCN3C(=O)c2nccc3ccccc23)cs1	-8	5
Cc1cc(OCC(=O)N2CCCC2)c2c(C)c(Cc3ccccc3)c(=O)oc2c1	7	17
COC(=O)C(=CNc1ccc(Sc2cc(Cl)ccc2Cl)nc1)NC(=O)c1ccccc1	-2&1	nt
COc1ccc(Cl)cc1C(=O)Nc1ccc(NS(=O)(=O)c2ccc(C)cc2)cc1	7	0
CC1CCN(C(=O)c2cccc(Nc3ncc(-c4ccc(F)cc4)cn3)c2)CC1	0	27
CCc1ccc(-c2ccc(=O)n(CCc3nc(-c4ccc(F)cc4)no3)n2)cc1	-2	9

Other compounds.
SMILES	Pf apPOL block	mHTT-CaM PPI inh
Cn1c(=O)c2c(nc3n2CC(c2ccc([N+](=O)[O-])cc2)=NN3)n(C)c1=O	-3	2
NC(=O)CSc1nccn1Cc1ccccc1	-3&-2	0&-2
Cc1ccc(C2=NN(S(C)(=O)=O)C(c3cc4ccccc4nc3Cl)C2)cc1 (stereo not given)	4	8
CC1=C(C(C)C2NCC(C)CC2O)CCC2C3=C(C(=O)C12)C1(C)CCC(O)CC1=CC3 (stereo not given)	-6	7
O=C1CC[C@H](O)CCN1[C@H](CSc1ccc(Br)cc1)Cc1ccccc1	-12	24
CN(CC(=O)Nc1cccc(Cl)c1)S(=O)(=O)c1ccc(Br)s1	-9	0
Cn1cnnc1C1CCCCN1C(=O)c1ccc2c(c1)OCO2 (stereo not given)	-1	-3
COc1ccc(-c2noc(C3CCCN3C(=O)Nc3cc(OC)ccc3OC)n2)cc1 (stereo not given)	-2	37
CCOC(=O)NCC1(O)CCOc2ccccc21 (stereo not given)	-2	-5
COc1ccccc1Oc1ccc2c(c1)C(=O)N(c1ccccc1OC)C2=O	-6	0
COc1ccc(CNC(=O)c2cnn3c(C(F)(F)F)cc(-c4ccco4)nc23)cc1	6	22
COCCN1CCC(N2CCCN(C(=O)CSc3ccccc3)CC2)C1=O (stereo not given)	6	8
C=CCN1Cc2ccccc2Oc2ccc(Cl)cc2S1(=O)=O	-3	-6
CC1C(=O)N(c2ccc(Cl)cc2Cl)CCN1C(=O)c1ccc(F)cc1 (stereo not given)	2	0
COc1ccc(CCS(=O)(=O)Nc2ccc3c(c2)CCC(=O)N3C)cc1	-8	0
COc1ccccc1CC(=O)N1CCCC1c1cccc(F)c1 (stereo not given)	0	9
CN(C)C(=O)CCc1cc(C(C)(C)C)c(O)c(C(C)(C)C)c1	-4	-3
O=C(CSc1nnc2c(n1)[nH]c1ccccc12)Nc1ccc(Cl)cn1	-1	5
C1CCN=C(NC23CC4CC(CC(C4)C2)C3)CC1	1	-1
COCCN=C1Nc2ccccc2CNC12CCN(C(=O)c1cc(Cl)ccc1OC)C2 (stereo not given)	-1	15
COc1c(C)cc(S(=O)(=O)NCCN2CCOCC2)c(C)c1C	-5	-4
CCC(C)NC(=O)c1nc2ccccc2n(C)c1=O (stereo not given)	-1	2
Cc1ccccc1C1SCC(=O)N1C(C)C(=O)N(C)C (stereo not given)	0	-2
O=C(CSc1nccc2c(OCc3ccc(F)cc3)cccc12)N1CCOCC1	-6	4
CC(=NC1CC1)c1c(C)[nH]n(-c2ccc([N+](=O)[O-])cc2)c1=O	1	2

Exported with values under each structure: part of the list above
Sequence of screens: Pf apPOL block, mHTT-CaM PPI inh
- NC(=O)CSc1nccn1Cc1ccccc1
    -3&-2, 0&-2
- Cc1ccc(C2=NN(S(C)(=O)=O)C(c3cc4ccccc4nc3Cl)C2)cc1 (stereo not given)
    4, 8
- CC1=C(C(C)C2NCC(C)CC2O)CCC2C3=C(C(=O)C12)C1(C)CCC(O)CC1=CC3 (stereo not given)
    -6, 7
- O=C1CC[C@H](O)CCN1[C@H](CSc1ccc(Br)cc1)Cc1ccccc1
    -12, 24

Six entries from above, with two lines to a compound:
The line under a structure holds: Pf apPOL block	mHTT-CaM PPI inh
C=CCN1Cc2ccccc2Oc2ccc(Cl)cc2S1(=O)=O
  -3	-6
CC1C(=O)N(c2ccc(Cl)cc2Cl)CCN1C(=O)c1ccc(F)cc1 (stereo not given)
  2	0
COc1ccc(CCS(=O)(=O)Nc2ccc3c(c2)CCC(=O)N3C)cc1
  -8	0
COc1ccccc1CC(=O)N1CCCC1c1cccc(F)c1 (stereo not given)
  0	9
CN(C)C(=O)CCc1cc(C(C)(C)C)c(O)c(C(C)(C)C)c1
  -4	-3
O=C(CSc1nnc2c(n1)[nH]c1ccccc12)Nc1ccc(Cl)cn1
  -1	5

Next records.
SMILES	Pf apPOL block	mHTT-CaM PPI inh
Cc1cccc(N(C)C(=O)CN(C)S(=O)(=O)c2ccc3[nH]c4c(c3c2)CCCC4)c1	-4	62*
COc1ccc(-n2nc3c(c2NC(=O)c2cc(OC)cc(OC)c2)CSC3)cc1	-31	41
COc1ccc(C(=O)Nc2c3c(nn2-c2ccccc2C)CSC3)cc1	2	32
N#Cc1c(-c2ccccc2)cc(SCc2ccc(Cl)cc2)n2c1nc1ccccc12	1	nt
Cn1nc(CNC(=O)Cc2c[nH]c3ccccc23)c2ccccc21	1	0
CCC(=O)N1CCN(c2nc3c(s2)CC(C(=O)NCc2ccc(Cl)cc2)CC3)CC1 (stereo not given)	0	3
O=C1CC(c2ccccc2)CC2=C1C(c1cc(F)ccc1F)Nc1ccccc1N2 (stereo not given)	0	-3
CCN(CC)C(=O)CC[C@H]1CC[C@]2(CCCN(C(=O)c3ccc4ccccc4n3)C2)O1	-2	-2
O=C1N(CN2CCN(C(c3ccccc3)c3ccccc3)CC2)c2ccccc2C12OCCCO2	1	3
COc1ccc2c(c1)OCC/C2=N\OC(=O)c1ccccc1	-6	i
COc1ccc(COc2ccccc2C(=O)Nc2ccccn2)cc1[N+](=O)[O-]	-5	0
COc1ccc(NC(=O)c2c(NC(=O)CNC(C)(C)C)sc3c2CCC3)c(OC)c1	0	4
COc1ccccc1CNC(=O)c1ccc(-n2nc(C)c3c2CC(C)(C)CC3=O)cc1	4	0
CC(C)NC(=O)c1sc(-n2cccc2)nc1C(C)C	-4	-1
CCC(C)NC(=O)c1cc2cc3ccc(Cl)cc3nc2o1 (stereo not given)	-2	6
O=C1CC(Sc2ncccn2)C(=O)N1c1ccccc1 (stereo not given)	2	-6
CC(C)c1ccc(NCC(O)COc2ccc(Cl)c(Cl)c2)cc1 (stereo not given)	3	nt
FC(F)(F)c1cc(CNc2c3c(nc4ncnn24)CCCC3)cc(C(F)(F)F)c1	-1	-10
Cn1cccc1C(CNC(=O)Cc1cccs1)N1CCc2ccccc2C1 (stereo not given)	-3	26
Cc1cc(C)c(S(=O)(=O)NCc2ccc(S(N)(=O)=O)cc2)c(C)c1	0	-4
CC(=O)Nc1ccc(-c2noc(C3CCCN(C(=O)c4cccc(C)c4)C3)n2)cc1 (stereo not given)	-1	10
CNC(=O)N1CCCC(c2cccc(C(=O)NCc3ccc(OC)cc3)c2)C1 (stereo not given)	3	-2
Cc1ccc(NC(=O)C(c2ccccc2)c2ccccc2)c(C)c1	-9	-2
COCCCNS(=O)(=O)c1ccc([N+](=O)[O-])cc1	2	-1
CC1(C)CC(=O)C2=C(C1)Nc1ncnn1C2c1cccc(Oc2ccccc2)c1 (stereo not given)	-7	4

(cont.)
SMILES	Pf apPOL block	mHTT-CaM PPI inh
CCCN1C(=O)CCc2c(C)nc(-c3ccc(C)cc3)nc21	4	-16
Cc1cc(Cl)ccc1S(=O)(=O)Nc1ccccn1	-3	-6
O=C1c2ccccc2C(=O)N1CCSc1nnc(-c2ccc3c(c2)OCO3)n1-c1ccccc1	2&3	11&1
Cc1ccc(Nc2nc3nonc3nc2NC2C3CC4CC(C3)CC2C4)cc1 (stereo not given)	-10	6
CCOC(=O)c1ccc(-n2c(C)nc3ccc(Br)cc3c2=O)cc1	-6	nt
O=C(O)C(Cc1c[nH]c2ccccc12)NC(=O)C12CC3CC(CC(C3)C1)C2 (stereo not given)	0	8
CC1=C(C(=O)Nc2ccc(F)c(F)c2)C(c2ccccc2Cl)NC(=O)N1 (stereo not given)	2	6
O=C(/C=C/c1ccc2c(c1)OCO2)Nc1ncc(S(=O)(=O)c2ccc([N+](=O)[O-])cc2)s1	-3	6
Cc1ccc(C(=O)c2coc3ccc(O)c(CN4CCOCC4)c23)cc1	5	6
O=C(Nc1ccc2oc(-c3ccccc3F)nc2c1)c1cc([N+](=O)[O-])ccc1Cl	1	18
O=C(c1n[nH]c2c1CCCC2)N1CCn2cnnc2C1	-4	-4
COc1ccccc1C(=O)Nc1ccccc1I	-2	-14
CC(C)c1cc(C2CCCN2C(=O)Cc2ccc(F)cc2Cl)on1 (stereo not given)	-4	-5
CCN1CCN(C(=O)C2CCN(c3nc4cccnc4s3)CC2)CC1	-4	-8
Cc1ccc(-c2nn(C)c(=O)c3ccccc23)cc1S(=O)(=O)N1CCN(C)CC1	-4	5
O=S(=O)(Cc1ccccc1)Nc1nnc(C2CCCCC2)s1	-3	7
O=C1c2ccccc2C(=O)N1CCSc1nnc2sc3ccccc3n12	-2	4
Cc1ccc(C(=O)Nc2nccn(-c3ccc(Br)cc3)c2=O)cc1	4	5
CC1=C(c2ccccc2)S(=O)(=O)N=C1N1CCCN(C(=O)C2CC2)CC1	0	5
COc1cccc(C2=NOC(C(=O)Nc3cc(OC)c(OC)c(OC)c3)C2)c1 (stereo not given)	5	12
CC(=O)Nc1ccc(C=Nc2cc(Br)c(O)c(Br)c2)cc1	-2	0
CCc1csc(C2CCCN(C(C)=O)C2)n1 (stereo not given)	-4	3
